# Kir21 block: inhibitors of mouse Kir2.1 inward-rectifier potassium channel; actives 0.85% (n = 310,000); AID 1672, 2009; B-score at 10 µM; HEK293-Kir2.1, FluxOR thallium flux fluorescence; hits give low values;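 active = fluorescence ratio B-score at or below minus 3 SD of library scores, with starting-brightness B-score within 2 SD, cut at about -4.2 in these data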;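 note: channel flux triggered by added potassium and thallium sulfate stimulus; B-score of peak minus minimum fluorescence over baseline after thallium stimulus; more negative B-score means stronger Kir2.1 block with less thallium influx; some compounds called inactive have numbers as strong as hits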
# KCNQ2 block: KCNQ2 potassium channel inhibitors, primary screen, cell-based, CHO-K1, FluxOR thallium flux, B-score (AID 2156); 20 min; hits give low values; B-score at 10 µM; actives 1.1% (n = 310,000);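 active = fluorescence ratio B-score at most minus 3 library SDs, with starting brightness B-score within 2 library SDs, cut at about -5.5 in these data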
# Target sequence (O88943 whole entry, looked up): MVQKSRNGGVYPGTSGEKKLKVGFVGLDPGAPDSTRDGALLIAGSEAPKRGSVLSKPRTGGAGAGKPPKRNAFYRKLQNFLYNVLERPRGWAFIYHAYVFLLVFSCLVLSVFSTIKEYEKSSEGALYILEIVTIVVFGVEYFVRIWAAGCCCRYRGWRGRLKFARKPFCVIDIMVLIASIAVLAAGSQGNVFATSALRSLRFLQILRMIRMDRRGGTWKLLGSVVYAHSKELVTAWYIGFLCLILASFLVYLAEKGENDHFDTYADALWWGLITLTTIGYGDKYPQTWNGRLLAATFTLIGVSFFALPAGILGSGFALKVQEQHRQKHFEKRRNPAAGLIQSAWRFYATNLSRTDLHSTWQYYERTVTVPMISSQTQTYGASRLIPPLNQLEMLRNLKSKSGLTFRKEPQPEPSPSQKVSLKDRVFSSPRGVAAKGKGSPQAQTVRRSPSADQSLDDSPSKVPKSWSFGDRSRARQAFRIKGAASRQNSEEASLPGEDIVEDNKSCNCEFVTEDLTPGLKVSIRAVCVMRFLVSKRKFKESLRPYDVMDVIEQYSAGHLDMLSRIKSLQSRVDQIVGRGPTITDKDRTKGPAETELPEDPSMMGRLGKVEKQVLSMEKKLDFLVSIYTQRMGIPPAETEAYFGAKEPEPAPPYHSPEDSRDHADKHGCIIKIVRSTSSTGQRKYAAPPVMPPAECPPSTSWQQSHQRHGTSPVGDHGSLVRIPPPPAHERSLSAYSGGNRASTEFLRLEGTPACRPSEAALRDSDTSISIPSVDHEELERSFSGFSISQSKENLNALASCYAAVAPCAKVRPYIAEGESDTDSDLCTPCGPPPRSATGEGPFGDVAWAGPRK
# Starred values were filed as active, the others as inactive; i = inactive; & = joins results of further samples. Random draw from the library; any-hit rate near 1.9%.
Kir21 block,KCNQ2 block,canonical_smiles
0,i,CC(C)[C@@H](C(=O)NC1CC1)N1C(=O)N2CCc3c([nH]c4ccccc34)[C@@]2(C)C1=O
0.7,i,COc1cc(/C=C/C(=O)OCC(=O)N2CCOCC2)ccc1OCC#N
-0.24,i,COc1ccc(NC(=O)C(=O)NCCCn2ccnc2)cc1
-1.1,i,COc1ccc(-c2nnc(SCc3nc4ccccc4c(=O)[nH]3)o2)cc1
-0.08,i,Cc1ccc(/C=N/Nc2cccc3cccnc23)c(O)c1
0.51,i,Cc1ccc(S(=O)(=O)NCC(=O)NCC(=O)N(C)Cc2ccc3ccccc3c2)cc1C
1.1,i,COC(=O)C1CCN(C(=O)c2c(-c3ccccc3Cl)noc2C)CC1
-0.02,i,O=c1cc(CN2CCN(Cc3ccccc3)CC2)c2cc3c(cc2o1)CCC3
-1.6,i,O=c1cc(COc2ncnc3ccccc23)nc2sccn12
1.3,i,CCc1ccc(C(C)NC(=O)Cc2ccc(F)cc2)cc1 (stereo unspecified)
-0.12,i,Cc1cc2n(n1)C(c1ccco1)Nc1ccccc1-2 (stereo unspecified)
-0.38,i,CCNS(=O)(=O)c1ccc(CCC(=O)Nc2ccc3c(c2)OCCO3)cc1
-0.44,i,C=CCC1(Cl)C(=O)C(Cl)=C(N2CCOCC2)C1(OC)OC (stereo unspecified)
-2&-0.07,i,C=CCc1cc(OC)ccc1OCC(O)CN1CCN(c2ccc(OC)cc2)CC1 (stereo unspecified)
-1.6,i,COc1ccc(OCC(=O)Nc2nnc(S(=O)(=O)N3CCCCCC3)s2)cc1
0.16,i,COc1ccc(NC2CCCN(C(=O)c3ccc4nccnc4c3)C2)cc1OC (stereo unspecified)
-1.7,i,C=CCOc1cccc(C2/C(=C(/O)c3ccc(Cl)cc3)C(=O)C(=O)N2CCN2CCOCC2)c1 (stereo unspecified)
0.49,i,Cc1c(Cl)c([N+](=O)[O-])nn1CCCC(=O)O
1.1,i,O=C(C1=NNCC1c1ccccc1)C1OC1c1ccccc1 (stereo unspecified)
2,i,CCN(CC)C(=O)C(Oc1ccc(S(=O)(=O)N2CCCC2)cc1[N+](=O)[O-])c1ccccc1 (stereo unspecified)
-0.82,i,O=C(NCc1cccnc1)c1cccc(OC2CCN(Cc3ccc(CO)o3)CC2)c1
0.62,i,CC(C)CC(=O)N1CCN(S(C)(=O)=O)CC1
0.34,i,Cc1ccc(C)c(NC(=O)C2CC(Cl)=CCC2C(=O)O)c1 (stereo unspecified)
-0.49,i,O=C(COc1ccc(S(=O)(=O)N2CCOCC2)cc1Cl)N1CCCC1
0.01,i,COc1ccc(Nc2cc(C)nc3ncnn23)c(OC)c1
-2.5,i,CCOC(=O)C1(Cc2ccccc2Cl)CCN(S(=O)(=O)N(C)C)CC1
-0.08,i,COC(=O)c1cc(NCc2c(F)cccc2Cl)ccc1N1CCOCC1
-0.4,i,COc1ccccc1-c1nnc(NC(=O)OCC(C)C)s1
0.26,i,Cn1c(CC(=O)Nc2ccccc2Cl)nnc1SCC(=O)NC1=NCCS1
-0.09,i,COc1ccccc1CNC(=O)C1CC(c2c(Cl)cccc2Cl)=NO1 (stereo unspecified)
-0.73,i,Nc1nc(SCC(=O)Nc2cccc(S(=O)(=O)N3CCCCCC3)c2)n[nH]1
0.51,i,Cc1ccc(Nc2nc(C)nc3c2oc2ccccc23)cc1
0.83,i,CCOc1ccc(S(=O)(=O)NCCC(=O)N2CC(C)OC(C)C2)cc1 (stereo unspecified)
-1.7,i,O=c1[nH]nc(CNc2ccc(Cl)cc2Cl)c2ccccc12
-0.01,i,CCOC(=O)N1CCC(NC(=O)CS(=O)(=O)Cc2nc(-c3cccc(Cl)c3)oc2C)CC1
-1.7,i,Cc1c(Cl)c([N+](=O)[O-])nn1CCCC(=O)NC(C)c1ccccc1 (stereo unspecified)
0.49,i,Cc1nc(C(=O)Nc2ccc(F)cc2)nn1-c1ccc([N+](=O)[O-])cc1
-0.05,i,CCC(C)NC(=O)C1CCN(S(=O)(=O)c2ccc(-n3cnnn3)cc2)CC1 (stereo unspecified)
-1.5,i,CCN(CC)C(=O)Cn1cc(C(=O)C(=O)N2CCN(c3ccc([N+](=O)[O-])cc3)CC2)c2ccccc21
0.02,i,O=C(N/N=C/c1ccccc1O)C1CC(=O)N(c2ccc(Cl)cc2)C1 (stereo unspecified)
0.06,i,Cc1ccc(-c2cn(C[C@H]3CC[C@@H]([C@@H]4CC[C@H](Cn5cc(-c6ccc(C)cc6)nn5)O4)O3)nn2)cc1
0.87,i,COc1ccccc1CN1CC(C(=O)N2CCCCO2)CCC1=O (stereo unspecified)
-0.97,i,Cc1ccc(S(=O)(=O)NCCC(=O)NNC(=O)C2COc3ccccc3O2)cc1 (stereo unspecified)
-0.97,i,CCN(CCCNC(=O)c1[nH]c(C)c(C(C)=O)c1C)c1cccc(C)c1
-0.76,i,Cc1csc(NC(=O)c2cc(=O)[nH]c3ccccc23)n1
-2.6,i,OC(CNC1CCCC1)COCCOc1ccc(Br)cc1 (stereo unspecified)
0.53,i,CC(=O)NNc1nc(-c2ccccc2)cs1
0.31,i,CCOc1cc(C(=O)N2CCN(c3ccccc3)CC2)cc(OCC)c1OCC
-0.27,i,NC(=O)C1CC(=O)N(c2ccc(OCc3ccccc3Cl)cc2)C1 (stereo unspecified)
-1.4,i,COc1cc2c(cc1OC)CN(c1ccc(C(N)=O)cc1[N+](=O)[O-])CC2
1.9,i,CCOc1cc(C2NC(=O)NC(c3ccccc3)=C2C(C)=O)ccc1OC(C)=O (stereo unspecified)
-0.24,i,O=C(c1ccc(Cn2cc([N+](=O)[O-])cn2)o1)N1CCCC1
-3.8,i,CCc1cc(-c2[nH]ncc2-c2ccc3c(c2)OCO3)c(O)cc1O
0.38,i,COc1ccc(OC)c(C(c2nnnn2C2CCCC2)N2CCN(c3ccccc3F)CC2)c1 (stereo unspecified)
0.51,i,Cc1ccc(CCNC(=O)C2CC(c3ccc(C(F)(F)F)cc3)=NO2)cc1 (stereo unspecified)
-1.2,i,CC(C)c1onc(C(=O)N(C)Cc2ccccc2)c1[N+](=O)[O-]
0.23,i,CN(C)S(=O)(=O)Oc1cccc(C(=O)Nc2cccc(Cl)c2)c1
0.58,i,COC(=O)c1ccc(Oc2nc(Nc3ccc(F)cc3)nc(N3CCCC3)n2)cc1
0.55,i,Cc1nn(C)cc1S(=O)(=O)N1CCN(Cc2ccccc2Cl)CC1
-0.05,i,C=CCNC(=S)NNC(=O)c1ccc(OCC(C)C)cc1

# (further entries)
Kir21 block,KCNQ2 block,canonical_smiles
-0.05,i,O=S(=O)(NC1=NCCC1)c1cccc(NS(=O)(=O)c2ccc(OC(F)(F)F)cc2)c1
1.5,i,Cc1c(OCC(=O)NCCN2CCOCC2)ccc2c3c(c(=O)oc12)CCC3
-0.12,i,Clc1ccccc1OCc1nn[nH]n1
-0.38,i,CN(C)N1C(N)=C(C#N)C(c2cccs2)C2=C1CCCC2=O (stereo unspecified)
-0.52,i,Cc1c(CC(=O)N[C@@H](CCCNC(N)=O)C(=O)O)c(=O)oc2cc3oc4c(c3cc12)CCCC4
1.4,i,O=c1cc(CN2CCN(Cc3ccccc3)CC2)c2ccc(O)c(O)c2o1
0.43,i,COc1ccc(CC(=O)NC(C)c2nnc(SCC(=O)c3ccc(OC)cc3)n2C)cc1 (stereo unspecified)
1.8,i,COc1cc(N2CCCC2)c(OC)cc1C=O
2.2,i,O=S(=O)(Cc1ccccc1)N1CCc2ccccc2C1
0.04,i,CCOC(=O)c1cc(NC(=O)c2cccnc2)ccn1
1.8,i,CC1Sc2ccc(S(=O)(=O)CCC(=O)N3CCN(c4ccccc4)CC3)cc2NC1=O (stereo unspecified)
-0.02,i,CC(=O)Nc1ccc(NC(=O)CSc2nnc(C)c(=O)n2N)cc1
-1.1,i,Cc1[nH]n(-c2ccccc2)c(=O)c1/C=N/NC(=O)c1ccccc1F
0.67,i,c1csc(-c2nnc(NC3CCCCC3)c3ccccc23)c1
-1.6,i,Cc1cc(C(=O)COC(=O)c2ccc(O)cc2)c(C)n1CCc1ccc(F)cc1
0.52,i,CCOC(=O)N1CCC(N2C(=O)c3ccccc3C2Nc2ccccc2C)CC1 (stereo unspecified)
0.09,i,Cc1cc(C)c(S(=O)(=O)NC2CC2)c(C)c1
-1.1,i,Cc1c(C(=O)N/N=C/c2ccoc2)cccc1[N+](=O)[O-]
-1.5,i,Cc1ccc(-c2noc(CN(C(=O)CCCCCN3C(=O)c4ccccc4C3=O)C(C)C)n2)cc1
2.4,i,COc1cc2c(cc1OC)CN(CC(=O)Nc1ccc(C#N)cc1)CC2
0.17,i,O=C(NCC1CCCO1)c1ccc(NC(=O)c2cc(F)c(F)cc2Cl)cc1 (stereo unspecified)
1.5,i,Cc1ccccc1C1NC(=S)NC2=C1C(=O)CCC2 (stereo unspecified)
0.03,i,CCC(C)n1c(SCC(=O)Nc2cc(C)on2)nc2ccccc2c1=O (stereo unspecified)
0.02,i,Cc1ccc(F)cc1NC(=O)CCc1c(C)nn(-c2ccc(N3CCCCC3)nn2)c1C
-0.05,i,COc1ccc(C(=O)OCC(=O)Nc2c(C)cccc2C)c(OC)c1OC
-2,i,COc1cccc(NC(=O)N2CCCC2C(=O)Nc2ccc3c(c2)OCCO3)c1 (stereo unspecified)
0.32,i,Cc1onc(-c2ccccc2Cl)c1C(=O)N1CCN(c2ncccn2)CC1
-1.1,i,O=C(OCC(O)CN1CCCCC1)C12CC3CC(CC(C3)C1)C2 (stereo unspecified)
0.58,i,COc1cc(OC)cc(C(=O)NC(=S)NCc2ccco2)c1
-1.3,i,Cc1cc(OCc2n[nH]c(=S)n2-c2ccccc2)ccc1Cl

# 3 compounds from above, ordered by their value in Kir21 block, low to high:
compound	Kir21 block	KCNQ2 block
C=CCOc1cccc(C2/C(=C(/O)c3ccc(Cl)cc3)C(=O)C(=O)N2CCN2CCOCC2)c1 (stereo unspecified)	-1.7	i
Cc1cc(C(=O)COC(=O)c2ccc(O)cc2)c(C)n1CCc1ccc(F)cc1	-1.6	i
Cc1ccc(-c2noc(CN(C(=O)CCCCCN3C(=O)c4ccccc4C3=O)C(C)C)n2)cc1	-1.5	i

# Next results follow.
Kir21 block,KCNQ2 block,canonical_smiles
0.65,i,O=C(Nc1ccc(Br)cc1)Nn1cnnc1
-1.8,i,Oc1cc2c(c(Cl)c1O)CCNCC2c1ccccc1 (stereo unspecified)
-0.46,-5.7*,COC(=O)Cn1c2ccc(OC)cc2c2nc3ccccc3nc21
-0.39,i,COc1ccccc1CNC(=O)C1CCC(CNS(=O)(=O)c2ccc(F)cc2)CC1 (stereo unspecified)
0.93,i,Cc1ccc(Cn2cc(SCC(=O)Nc3nccs3)c3ccccc32)cc1
-1.3,i,Cc1ccc(S(=O)(=O)N2CCN(C(=O)c3ccc4nc[nH]c4c3)CC2)cc1
0.33,i,CCC(c1nnnn1Cc1ccco1)N(CCc1ccccc1)Cc1cc2cccc(C)c2[nH]c1=O (stereo unspecified)
1.3,i,O=C1[C@@H]2C(Cc3ccc(O)cc3)NC3(C(=O)Nc4ccc(F)cc43)[C@@H]2C(=O)N1c1ccccc1 (stereo partly specified)
0.71,i,COC(=O)c1ccsc1NC(=O)C1COc2ccccc2O1 (stereo unspecified)
2.4,i,CCOC(=O)COc1ccc(S(=O)(=O)Nc2ccc3c(c2)OCCO3)cc1
-0.11,i,Cc1ccc(S(=O)(=O)/C=C2\NC(=O)CS2)cc1
-2,i,CSc1ccc(CNC(=O)C2CCC(=O)N(CCc3cccc(F)c3)C2)cc1 (stereo unspecified)
-0.76,i,O=C1CN(C(=O)c2ccccc2Br)C(c2ccc(F)cc2)c2cc(F)ccc2N1 (stereo unspecified)
-0.19,i,CCOC(=O)CCc1c(C(=O)OCC)[nH]c(CC)c1C(=O)OCc1ccccc1
0.64,i,O=C(CN(C(=O)c1csnn1)c1ccc(Cl)cc1)NC1CCCC1
0.16,i,O=C(CSc1nnc(NC(=O)C2CC(=O)N(c3ccc(F)cc3)C2)s1)NC1CCCC1 (stereo unspecified)
0.06,i,C#CCN1C(=O)S/C(=C\c2ccc(N3CCOCC3)cc2C)C1=O
0.89,i,CCOc1ccc(NC(=O)NCc2cccn2C)cc1
-0.33,i,CCn1c(-c2csc3c2CCC(C)C3)n[nH]c1=S (stereo unspecified)
0.93,i,CSc1cccc(NC(=S)N(Cc2ccccc2)Cc2ccccn2)c1
0.99,i,CCOC(=O)N1CCN(S(=O)(=O)c2ccc(OC)c(C(=O)N3CCCCC3)c2)CC1
-0.07,i,O=C(CN(Cc1ccc(Br)cc1)S(=O)(=O)c1ccccc1)NCc1ccncc1
1.1,i,CC1(NC(=O)N2CCCCC2)CCS(=O)(=O)C1 (stereo unspecified)

# One compound at a time (already shown). Order of screens: Kir21 block | KCNQ2 block
# Entry for CCOc1ccc(NC(=O)NCc2cccn2C)cc1 : 0.89 | i
# Entry for CSc1ccc(CNC(=O)C2CCC(=O)N(CCc3cccc(F)c3)C2)cc1 (stereo unspecified) : -2 | i
# Entry for C#CCN1C(=O)S/C(=C\c2ccc(N3CCOCC3)cc2C)C1=O : 0.06 | i
# Entry for O=C1[C@@H]2C(Cc3ccc(O)cc3)NC3(C(=O)Nc4ccc(F)cc43)[C@@H]2C(=O)N1c1ccccc1 (stereo partly specified) : 1.3 | i
# Entry for O=C1CN(C(=O)c2ccccc2Br)C(c2ccc(F)cc2)c2cc(F)ccc2N1 (stereo unspecified) : -0.76 | i

# Two compounds picked at random from the list so far:
Kir21 block,KCNQ2 block,canonical_smiles
0.64,i,O=C(CN(C(=O)c1csnn1)c1ccc(Cl)cc1)NC1CCCC1
0.93,i,Cc1ccc(Cn2cc(SCC(=O)Nc3nccs3)c3ccccc32)cc1

# Screens (PubChem BioAssay)
